# GLS inh = blocks human kidney-isoform glutaminase activity; hit rate 0.21% among 410,000; GLS enzymatic activity, qHTS titration; Potency, µM (highest dose often 45.5 µM), for the others: at the highest dose activity change, negative = inhibition, hits mostly inhibitors; further: potency means the concentration at half of the fitted maximal effect; on the % scale 0 is the no-effect control and ±100 the full control effect
#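 hKGA in 45 mM KH2PO4 (pH 8.2), 0.02% Tween-20 with compound, then 1mM L-Glutamine (stock as added) plus glutamate oxidase/HRP/Amplex red coupling mix. Fluorescence read initially and after 30 min at RT; signal change reflects glutamate formation.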
# USP1-UAF1 inh = blocks the human USP1/UAF1 deubiquitinase complex. O94782. recombinant USP1/UAF1, Ub-Rhodamine cleavage fluorescence. Potency, µM (series often up to 57.1 µM), for the others: at the top dose activity change, negative = inhibition, actives largely listed as inhibitors. hit rate 0.23% among 390,000; further: potency means the concentration at half of the fitted maximal effect; on the % scale 0 is the no-effect control and ±100 the full control effect; nearly all actives have a fitted effect of over 60% in size; inactives centre near -12
#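 Step one: compound is pinned into 1nM USP1/UAF1 in HEPES pH 7.8 buffer with TCEP. Step two: 15 min room-temperature incubation. Step three: Ub-Rho (150nM final) starts cleavage, tracked by fluorescence over six one-minute reads.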
# mIDH1 inhibitor = human IDH1 R132H inhibition; Potency, µM (titrated, usually from 76.6 µM), inactives show top-dose activity change, negative = inhibition, usual class: inhibitors; IDH1-R132H enzyme, NADPH consumption, diaphorase/resazurin fluorescence; AID 602179; hit rate 0.093% among 390,000; O75874; further: potency means the concentration at half of the fitted maximal effect; on the % scale 0 is the no-effect control and ±100 the full control effect; nearly all actives have a fitted effect of over 65% in size
# Target sequence (O75874 whole entry R132H, stated change not applied): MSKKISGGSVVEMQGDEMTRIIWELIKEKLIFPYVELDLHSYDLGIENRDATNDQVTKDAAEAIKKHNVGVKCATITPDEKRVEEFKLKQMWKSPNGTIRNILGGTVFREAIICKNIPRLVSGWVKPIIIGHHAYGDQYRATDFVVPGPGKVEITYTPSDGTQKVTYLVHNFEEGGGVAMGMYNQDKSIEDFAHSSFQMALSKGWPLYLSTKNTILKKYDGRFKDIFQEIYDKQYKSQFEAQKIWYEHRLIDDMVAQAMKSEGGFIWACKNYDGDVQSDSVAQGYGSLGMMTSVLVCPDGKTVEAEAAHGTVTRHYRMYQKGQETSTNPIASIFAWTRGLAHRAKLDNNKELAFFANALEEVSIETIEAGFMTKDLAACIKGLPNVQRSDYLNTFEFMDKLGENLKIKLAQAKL
#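 IDH1-R132H (0.5 ug/mL) preincubated 30 min with compound, then NADPH (0.016 mM) and alpha-KG (2 mM) added; 80 min at RT, pH 7.5. Remaining NADPH coupled via diaphorase/resazurin to fluorescence (540/590 nm); concentration-response curves normalized to no-enzyme control.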
# TrxR1 inh = blocks rat thioredoxin reductase 1. recombinant rTrxR1, NADPH fluorescence consumption, selenite substrate. Potency, µM (top dose mostly 114 µM), without a hit: top-dose activity change, negative = inhibition, usual class: inhibitors. hit rate 1% among 390,000; further: potency means the concentration at half of the fitted maximal effect; on the % scale 0 is the no-effect control and ±100 the full control effect; nearly all actives have a fitted effect of over 65% in size
# Target sequence (O89049 whole entry, looked up): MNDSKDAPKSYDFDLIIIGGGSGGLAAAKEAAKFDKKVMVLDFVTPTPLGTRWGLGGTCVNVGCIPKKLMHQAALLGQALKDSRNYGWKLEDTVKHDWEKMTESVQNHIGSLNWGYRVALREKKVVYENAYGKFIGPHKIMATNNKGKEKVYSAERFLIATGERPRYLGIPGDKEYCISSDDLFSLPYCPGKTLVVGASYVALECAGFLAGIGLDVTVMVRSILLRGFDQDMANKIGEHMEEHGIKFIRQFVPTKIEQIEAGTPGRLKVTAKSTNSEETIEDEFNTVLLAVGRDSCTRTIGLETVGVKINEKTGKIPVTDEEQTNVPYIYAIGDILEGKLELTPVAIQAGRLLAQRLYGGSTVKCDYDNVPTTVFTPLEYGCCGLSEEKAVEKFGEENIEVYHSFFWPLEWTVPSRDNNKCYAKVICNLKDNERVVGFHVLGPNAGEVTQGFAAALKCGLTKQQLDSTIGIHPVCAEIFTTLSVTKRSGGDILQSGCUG
#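 Rat TrxR1 (90 nM in the dispensed reagent) was pre-reduced with 400 uM NADPH for 5 min at room temperature, then incubated with compound for 15 min. After 400 uM selenite was added, NADPH fluorescence (Ex 340/Em 450 nm) was followed for 8 min.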
# PI4K2A inh = blocks human PI4K2A kinase activity. Q9BTU6. purified PI4K2A, ADP-Glo luminescence, 1 h; stronger effect = lower value. activity change, negative = inhibition, % at 76.9 µM. hit rate 0.13% among 420,000. AID 1346378; in the data active means activity change below about -50%; inconclusive means mostly about -30% to -49%;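 further: -100% = wells without enzyme as full effect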
#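 Compounds are screened against recombinant PI4K2A using PI as substrate and ATP, the latter dispensed at 300 microM. Reactions run one hour at ambient temperature before ADP-Glo detection; full inhibition defined by wells lacking enzyme.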
# HP1b binding inh = HP1-beta chromodomain-methylated histone interaction inhibition; P83916; AlphaScreen HP1-beta / biotin-H3K9me3 peptide binding; Potency, µM (highest dose often 114 µM), for the others: at the top dose activity change, negative = inhibition, hits mostly inhibitors; hit rate 0.56% among 390,000; AID 540317; further: potency means the concentration at half of the fitted maximal effect; nearly all actives have a fitted effect of over 70% in size; inactives centre near 23
#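 Compound inhibition of the preformed complex between 50 nM HP1-beta and 50 nM biotinylated H3K9me3 peptide was read by AlphaScreen. Buffer was PBS pH 7.4 with 0.01% Tween-20. Incubations ran 30 min at room temperature, with 10 ug/mL donor/acceptor beads.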
# Tb PGK inh = T. brucei PGK inhibition. PGK/GAPDH coupled, Kinase-Glo luminescence, 60 min. Potency, µM (highest dose often 57.5 µM), for inactives: at the highest dose activity change, negative = inhibition, most hits filed as inhibitors. hit rate 0.043% among 380,000; further: potency means the concentration at half of the fitted maximal effect; on the % scale 0 is the no-effect control and ±100 the full control effect; nearly all actives have a fitted effect of over 60% in size
#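 Recombinant glycosomal PGK reaction used 1,3-bisphosphoglycerate generated in-well by GAPDH (100nM final) in 100mM TEA pH 7.6, 5mM MgCl2, 0.01% Tween-20. After 60 minutes at room temperature, ATP was read by Kinase-Glo Plus luminescence end-point.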
# TrxR1 substrate = is turned over as a substrate by rat TrxR1. AID 588456. Potency, µM (series often up to 114 µM), for the others: at the highest dose activity change, negative = substrate turnover. hit rate 0.01% among 390,000. purified TrxR1 substrate turnover, NADPH consumption readout; further: potency means the concentration at half of the fitted maximal effect; on the % scale 0 is the no-effect control and ±100 the full control effect; nearly all actives have a fitted effect of over 50% in size
#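 Rat TrxR1, dispensed at 90 nM, was prereduced with 400 uM NADPH (final) for 5 min at ~22 deg C, then incubated with compound 15 min before 400 uM selenite. A first-read NADPH fluorescence drop versus no-compound background flagged substrates.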
# Pin1 inhibitor = blocks the human prolyl isomerase Pin1; Q13526; Pin1 FP peptide displacement, HiFluor488, 10 min; Potency, µM (doses to about 115 µM), without a hit: at the top dose activity, negative = inhibition, most hits filed as inhibitors; hit rate 0.009% among 390,000; active means well fitted inhibition curve with a large enough effect in the polarisation, with a control signal flat, not every such curve was filed as active; inconclusive means small, poorly fitted or top-dose-only effect, or effect the other way, or a change in a side signal; inactive means no such curve, though single readings can be large or run the other way; the % refers to the polarisation; further: potency means the concentration at half of the fitted maximal effect; on the % scale 0 is the no-effect control and ±100 the full control effect
# Target sequence (Q13526 whole entry, looked up): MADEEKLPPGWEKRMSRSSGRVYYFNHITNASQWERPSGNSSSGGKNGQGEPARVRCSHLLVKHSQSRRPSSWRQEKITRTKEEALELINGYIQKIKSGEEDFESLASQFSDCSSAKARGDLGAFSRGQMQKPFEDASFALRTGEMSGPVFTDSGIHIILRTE
# Active calls of the source: *; i = inactive; ? = inconclusive; · = not tested or not shown; & = joins results of further samples; [ ] = remark or other dose. Unless noted, the call rests on the fitted dose curve; in most records, active means well fitted curve in the direction sought with a large enough effect; inconclusive means small, poorly fitted or top-dose-only effect, or another doubt; inactive means no such curve, though single readings can be large; an effect the other way counts as inactive or inconclusive.
no.	SMILES	Pin1 inhibitor	TrxR1 inh	PI4K2A inh	TrxR1 substrate	HP1b binding inh	USP1-UAF1 inh	mIDH1 inhibitor	GLS inh	Tb PGK inh
1	CCOC(=O)c1c(S(=O)(=O)N2CCCC(C(=O)Nc3cc(C)ccn3)C2)c(C)n(C)c1C (configuration not stated)	6%	11%[57.1 µM]	2	-3%[57.1 µM]	16%	-23%	9%	-11%	i
2	Cc1ccc(NC(=O)CCN2C(=O)c3ccccc3C2=O)c(C)c1	6%	13%[57.1 µM]	-16	8%[57.1 µM]	24%	-12%	4%	-20%	-4%
3	CCOC(=O)c1c(NC(=O)c2ccco2)sc2c1CCCC2	-8%	-1%	-1	37%[activator]	-13%	-5%	2%	50%[activator]	1%
4	C=CCn1c(SCC(=O)Nc2cc3oc4ccccc4c3cc2OC)nnc1-c1cnccn1	22%	9%	-1	5%	22%	-23%	6%	0%	-7%
5	CCC1CC=CC2C1C(=O)N(Cc1ccccc1)C2c1ccc(OC)c(Cl)c1 (configuration not stated)	?	-2%	·	-5%	43%[activator]	·	·	·	·
6	Cc1c(Cl)cccc1-n1ncc(C(=O)Nc2ccc(Br)cc2F)c1C1CCNCC1	4%	3%	-3	-5%	31%	-11%	·	-2%	·
7	Nn1cnc2c(c1=O)C1(CCCCC1)Cc1ccccc1-2	2%	1%	-5	-9%	22%	-1%	5%	8%	-6%
8	Cc1ccc(CCNC(=O)c2cc(-c3ccc(Cl)cc3)n[nH]2)cc1	-6%	17%	-4	4%	47%[activator]	-20%	2%	-4%	-8%
9	O=C(Oc1ccc2c(=O)c(Oc3ccc4ccccc4c3)coc2c1)c1cncc(Br)c1	-6%	-7%	1	0%	29%	-6%	0%	?	-2%
10	Cc1ccc(SC(C)C(=O)Nc2ccccc2C(=O)N2CCOCC2)cc1 (configuration not stated)	-1%	5%	1	1%	17%	-16%	0%	-2%	-11%
11	O=C(Nc1ccc2c(c1)C(=O)NC2=O)c1ccc(Cl)s1	15%	-22%	3	0%	82%[activator]	-11%	-12%	-13%	i
12	CCS(=O)(=O)Nc1ccc(C(=O)CC2(O)C(=O)Nc3ccccc32)cc1 (configuration not stated)	-1%	-4%	3	-6%	58%[activator]	-6%	3%	4%	-3%
13	N#Cc1ccc(CSc2nnc(-c3cccs3)n2-c2ccccc2)cc1	-4%	9%	10	-1%	49%[activator]	-16%	-19%	-5%	-7%
14	CC(C)[C@H](NC(=O)c1ccc(Cl)cc1)C(=O)OCC(=O)N1CCN(c2ccccc2)CC1	-3%	32µM*	1	2%	-2%	-16%	2%	6%	9%
15	Cc1ccc2oc(=O)cc(CN3CCC(C)CC3)c2c1	-2%	4%[57.1 µM]	6	8%[57.1 µM]	38%	-20%	19%	14%	-9%
16	COc1ccc(-c2[nH]nc(-c3ccccc3)c2-c2nc3ccccc3[nH]2)cc1	?	40%[57.1 µM]	2	7%[57.1 µM]	15%	0%	-4%	11%	-8%
17	COc1ccccc1CNC(=O)C(C)Oc1ccccc1 (configuration not stated)	-7%	10%[57.1 µM]	2	0%[57.1 µM]	26%	-5%	0%	6%	-7%
18	CCN(CC)CCN(C(=O)c1ccco1)c1nc2ccc(Cl)cc2s1	1%	2%	1	-6%	-11%	-10%	0%	12%	-1%
19	COc1cccc(CNC(=O)c2ccc(NC(=O)N3CCCCc4ccccc43)cc2)c1OC	8%	-2%[57.1 µM]	6	-2%[57.1 µM]	65%[activator]	-12%	7%	2%	-15%
20	Cc1cc(C(F)(F)F)nn1CC(=O)Nc1ccc(Br)c2cccnc12	-1%	21%[57.1 µM]	4	0%[57.1 µM]	47%[activator]	-15%	4%	-12%	0%
21	Cc1cc(C)c(S(=O)(=O)N2CCCc3ccccc32)c(C)c1	4%	12%	-1	-1%	137%[activator]	-28%	14%	-1%	i
22	CC(C)NC(=O)c1ccccc1NC(=O)C(C)Oc1ccccc1 (configuration not stated)	4%	4%	0	3%[57.1 µM]	15%	-15%	-1%	1%	0%
23	CCn1cc(/C=N/O)c(C)n1	-3%	15%	-2	3%	6%	-13%	12%	10%	-4%
24	COC(=O)c1ccccc1NC(=O)Cn1c(=O)n(Cc2ccc(C(=O)NCc3ccc4c(c3)OCO4)cc2)c(=O)c2ccccc21	14%	24%	3	26%	38%	-25%	10%	6%	i
25	CCCCn1nc(C(=O)N[C@@H](CCSC)c2nc3ccccc3[nH]2)c2ccccc2c1=O	21%	-8%	-10	-11%	9%	6%	0%	1%	-5%
26	CCOC(=O)c1c(C)n(C)c2ccc(OCC(N)=O)cc12	-7%	4%	2	7%	38%	-27%	19%	0%	-8%
27	O=C(O)CCCNS(=O)(=O)/C=C/c1ccccc1	-3%	11%	-1	1%	15%	-6%	-4%	-2%	-9%
28	COC(=O)c1ccc(NC(=O)CC2C(=O)N(c3ccccc3)C(=O)N2Cc2cccs2)cc1 (configuration not stated)	8%	19%[57.1 µM]	-4	1%[57.1 µM]	46%[activator]	-18%	11%	-8%	-6%
29	COc1ccc(C2=NOC(C(=O)N3CCN(C(=O)c4ccco4)CC3)C2)cc1OC (configuration not stated)	2%	-10%	0	-4%	7%	-4%	-8%	4%	7%
30	CCOc1ccccc1CNC(=O)c1cc2cc(S(=O)(=O)N3CCCCC3)ccc2n1C	18%	28%[57.1 µM]	-1	3%[57.1 µM]	22%[57 µM]	-13%	13%	8%	-8%
31	COc1ccc(/C=C/C(=O)c2ccc3c(c2)OCO3)cc1OC	5%	?	-4	-6%	-12%	-16%	2%	-7%	6%
32	CCCCCn1c(=NC(=O)c2ccco2)c(C(=O)OCC)cc2c(=O)n3ccccc3nc21	-16%&-4%	-1%[11.4 µM]	-2&1	5%[11.4 µM]	29%&21%	-7%&3%	-3%&12%	1%&5%	-11%
33	O=C(/C=C/c1ccco1)N1CCN(S(=O)(=O)/C=C/c2ccccc2)CC1	0%	-51%	3	-14%	0%	-11%	3%	-7%	-2%
34	CC1CN(c2cc(-c3ccccc3)c3ccccc3n2)CC(C)O1 (configuration not stated)	1%	14%	0	27%	219%[activator]	-23%	2%	-10%	3%
35	CC1CCN(S(=O)(=O)c2cnc[nH]2)CC1	-4%	7%	-1	-4%	7%	3%	-6%	15%	5%
36	OCCN(CCO)CC(O)CN(c1ccccc1)c1ccccc1 (configuration not stated)	2%	8%	-2	15%[57.1 µM]	25%	-5%	1%	6%	-7%
37	Cc1noc(NS(=O)(=O)c2ccc(NC(=O)c3ccccc3NS(=O)(=O)c3ccc(F)cc3)cc2)c1C	-4%	24%	6	10%	11%	?	-5%	9%	2%
38	O=C(CN1C(=O)NC2(CCCc3ccccc32)C1=O)NCC(F)(F)F (configuration not stated)	5%	1%[57.1 µM]	5	2%[57.1 µM]	-13%	-14%	0%	-20%	-5%
39	CCCCCCSc1cc(-c2nc3ccc(Cl)cn3c2NC2CCCCC2)ccc1OC	27%	-8%	1	27%	30%	-24%	-2%	1%	i
40	CCS(=O)(=O)c1ncc(Cl)c(C(=O)N2CCN(c3cccc(Cl)c3)CC2)n1	21%	0.4µM*	2	-1%	8%	?	11%	0%	9%
41	CCC(O)(C(=O)Nc1ccccc1C(F)(F)F)c1ccccc1OC (configuration not stated)	3%	-2%	2	-6%	52%[activator]	21%	5%	2%	7%
42	COc1ccc(Nc2c(-c3ccc(C)o3)nc3ccccn23)cc1	-7%	-22%	·	33%[activator]	-18%	·	·	·	·
43	C=CCCCCCCCCC(=O)NN	3%	-1%	0	7%	23%	?	-1%	23%	-3%
44	COc1ccc(S(=O)(=O)Nc2cc3c4c(c2)CCN4C(=O)CC3)cc1OC	-7%	-7%	3	-4%	24%	-7%	8%	1%	-5%
45	CCOc1ccc(S(=O)(=O)N2CCCC(C(=O)NCc3cccnc3)C2)cc1Cl (configuration not stated)	-16%	11%	-2	1%	-2%	-10%	-1%	-1%	3%
46	CCCCC(=O)NC1=C(C(=O)OC)SCC1	6%	-5%[57.1 µM]	3	3%[57.1 µM]	-4%	3%	-1%	7%	-6%
47	O=C(CN1CCN(C2CCCCC2)CC1)c1c[nH]c2ccccc12	6%	8%	-5	-5%	46%[activator]	0%	2%	6%	-2%
48	CC(C)CC(=O)Nc1ccc(C(=O)CN2C(=O)NC3(CCOc4ccccc43)C2=O)cc1 (configuration not stated)	16%	3%	-3	-14%	4%	-1%	3%	5%	-6%
49	Cc1c2cnn(-c3ccccc3)c(=O)c2c(C)n1CCCC(=O)Nc1cccc(F)c1	2%	-9%	-2	-4%	2%	-9%	-2%	-7%	-1%
50	COc1ccc(N2CCN(CCNC(=O)Nc3ccc(C)c(Cl)c3)CC2)cc1	0%	5%	-4	-6%	2%	4%	-5%	6%	-7%
51	O=C(Cn1cnc2c(OCc3ccccc3)ncnc21)NCC1CCCO1 (configuration not stated)	2%	23%	4	3%	24%	-19%	4%	1%	3%
52	O=C(CN1C(=O)NC2(CCCC2)C1=O)Oc1ccc2ccc(=O)oc2c1	0%	79µM*	4	855%[activator]	71%[activator]	-21%	6%	12%	-3%
53	COc1ccccc1-c1nc(SCC(=O)N2CCC(C(N)=O)CC2)n[nH]1	-1%	1%	0	-1%	30%	-15%	2%	-1%	-3%
54	O=C1CC(Sc2nnnn2C2CCCCC2)C(=O)N1c1ccccc1 (configuration not stated)	1%	?	-5	13%	1%	0%	7%	14%	·

# Only part of the results is shown; rates above refer to the full screens.
